Compound activity: PubChem BioAssay, several laboratories
HEK293 NOD2/NF-kB: NOD2 signaling inhibitors, cell-based, luminescence, uHTS, HEK293 (AID 1566); HEK293 NOD2/NF-kB luciferase reporter, luminescence; higher % means a stronger effect; inhibition, % at 4 µM; hits with a dose series show EC50 in µM; 290,000 compounds, 0.63% hits; in the data active = inhibition above about 50%; also: many of its hits are not listed in these tables
Dynein cargo inh: dynein cargo transport inhibition | 3617.4 mouse cells, GR-EGFP nuclear translocation imaging; test concentration mostly 20 µM; stimulated with dexamethasone, 1 µM; stronger effect = lower value | z-score, hits read low | 220,000 compounds, 0.47% hits | AID 1381;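 active = plate z-score of nuclear minus cytoplasmic receptor signal below a set negative limit, without overly bright fluorescence or cell loss, cut at about -3.5 in these data, passing the limit was not always enough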;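 also: z-score of nuclear minus cytoplasmic ring GR-EGFP intensity difference per well; some compounds called inactive have numbers as strong as hits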
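Buffer or medium – tet-free medium with charcoal-stripped serum · Signal – automated 10x imaging of fixed Hoechst-stained cells · Also added – dexamethasone agonist, 1.0 µM final, for 30 min · Incubation – induction 48 h, compound 1 h, agonist 30 min · Read-out – GR-EGFP nuclear translocation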
MT stabilize HCS: microtubule stabilizers in HeLa cells. HeLa tubulin immunostaining HCS, 24 h; share of cells brighter than vehicle mean+2SD. % tubulin-high responders, % at 10 µM. 200,000 compounds, 0.83% hits. AID 2205;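 active = plate Z-score above 3 for both tubulin-high and condensed-nucleus cell shares, with cell loss under 80%, at 10 µM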;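 also: anti alpha tubulin signal scored within the nucleus-defined area of each cell; some results filed as inactive read as strong as hits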
Yfh1-off respiration: enhancers of respiration in Yfh1-depleted yeast, dose response, Friedreich's ataxia, plus single-dose screen (AID 1465) | S. cerevisiae Yfh1-off respiration, WST-1 reduction, 72 h; higher fold induction means a stronger effect | fold induction at 50 µM, or EC50 in µM where a hit was titrated | 220,000 compounds, 0.074% hits;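 active = fold induction of absorbance versus untreated yeast above a set limit, then at least 30% activation at any dose in follow-up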;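 also: activators that raise dye reduction in frataxin-depleted yeast; strong numbers were not always called active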
Hep lipid drop: hepatic lipid droplet formation modulation; AML12 mouse hepatocytes, oleate lipid droplets, BODIPY imaging; inhibition, % at 6.5 µM; 240,000 compounds, 0.4% hits; AID 1656;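 active = lipid droplet intensity inhibited by at least 50%, with more than 500 cells counted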
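Test system: AML12 mouse liver cells; schedule: overnight exposure; technique: high-content imaging of BODIPY-stained droplets and DAPI nuclei; read-out: % inhibition of corrected integrated BODIPY droplet signal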
Autophagy HCS: autophagy modulation, high-content screen. MEF GFP-LC3 puncta imaging; test concentration mostly 10 µM. calls only at 10 µM (by protocol). 190,000 compounds, 0.98% hits. AID 463193;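 active = percentage of spot-positive cells more than 3 SD above its plate mean, without a fluorescence outlier flag or 80% toxicity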;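 also: spot-positive cell cutoff set from DMSO-treated cells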
Insulin prom up: MIN6 insulin promoter up-regulation; 190,000 compounds, 0.3% hits; MIN6 insulin promoter-GFP reporter, high-content imaging; stronger effect = higher value; z-score at 5 µM;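 active = z-score above 3 at 5 µM with at least 500 cells counted in the well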
WT yeast gro inh: growth inhibition of WT yeast, mitochondrial fusion screen | mitochondrial fusion phenotypic screen, WT strain | inhibition, % at 10 µM | 190,000 compounds, 2.1% hits; in the data active = inhibition above about 58%; tested in S. cerevisiae
bCat nuc transl: modulators of beta-catenin nuclear translocation; AID 1665; 190,000 compounds, 0.3% hits; nuclear translocation activity, % at 5 µM; HeLa beta-catenin nuclear translocation, immunofluorescence imaging;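 active = nuclear translocation activity above 50% at 5 µM, with a well cell count of 50 or more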;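 also: per-cell ratio of nuclear to cytoplasmic median beta-catenin stain intensity; plate controls were DMSO negative control for no effect and GSK-3 inhibitor IX positive control for full effect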
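Signal – beta-catenin immunofluorescence imaging with DAPI · Test system – human HeLa cell line · Dosing – 5 µM primary single dose, 0.1% DMSO, 0.02–20 µM confirmation series · Measure – % activation, nuclear-to-cytoplasmic median beta-catenin signal ratio per cell · Incubation – 24 h compound exposure at 37°C, 5% CO2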
WT yeast gro inh mutant strain: further read-out of WT yeast gro inh, marked with its call; inhibition, %; mitochondrial fusion phenotypic screen, mutant strain inhibition
Dynein cargo inh cytoplasmic EGFP: also measured in Dynein cargo inh; calls as there; z-score; measured here: cytoplasmic GR-EGFP intensity; stronger effect = higher value
Dynein cargo inh nuclear GR-EGFP: also measured in Dynein cargo inh; calls as there; z-score; measured here: nuclear GR-EGFP intensity;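 lower value marks the stronger effect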
Dynein cargo inh cell count: second read-out of Dynein cargo inh, no call of its own (marks repeat the call); z-score; measured here: cell count per field
Insulin prom up cell count: also measured in Insulin prom up; calls as there; cell count; measured here: cytotoxicity, nuclei count;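 total cells summed across four imaged fields per well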
Hep lipid drop cells 6.5 µM: further read-out of Hep lipid drop, marked with its call; cell count; measured here: cell count, cytotoxicity flag;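 cells counted across two imaged fields per well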
bCat nuc transl cell count 5 µM: second read-out of bCat nuc transl, no call of its own (marks repeat the call); cell count; measured here: cell count, cytotoxicity flag
MT stabilize HCS Hoechst-high %: further read-out of MT stabilize HCS, marked with its call; % Hoechst-high responders; measured here: nuclear condensation Hoechst responders;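 share of cells brighter than vehicle mean plus two SD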
MT stabilize HCS cytotoxicity %: recorded beside MT stabilize HCS, whose call it bears; toxicity, %; measured here: cytotoxicity by cell density;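 0% = mean cell density of plate MIN control wells and 100% = no cells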
Autophagy HCS cell loss 18 h: recorded beside Autophagy HCS, whose call it bears; toxicity, %; measured here: cell loss, nuclei count;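 cell loss after 18 h compound exposure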
Active calls of the source: *; i = inactive; nt = not tested or not shown.

SMILES	HEK293 NOD2/NF-kB	Dynein cargo inh	Dynein cargo inh cytoplasmic EGFP	Dynein cargo inh nuclear GR-EGFP	Dynein cargo inh cell count	MT stabilize HCS	MT stabilize HCS Hoechst-high %	MT stabilize HCS cytotoxicity %	Yfh1-off respiration	Hep lipid drop	Hep lipid drop cells 6.5 µM	Autophagy HCS	Autophagy HCS cell loss 18 h	Insulin prom up	Insulin prom up cell count	WT yeast gro inh	WT yeast gro inh mutant strain	bCat nuc transl	bCat nuc transl cell count 5 µM
CC1CCc2sc3nc(NCc4ccco4)n4ncnc4c3c2C1 (stereo not drawn)	6%	1.9	-0.12	1.6	-2	7.2	2.4	3.5	i	nt	nt	i	18	0	1098	82*	80*	0.3	1141
CCOC(=O)c1cnc(-c2ccccc2)nc1N1CCOCC1	20%	-0.75	-0.18	-0.44	-0.036	2.1	1.3	5.0	i	6	714	i	19	-2	1342	-13	-8	0.7	1081
COc1ccccc1/C=N/NC(=O)C(C)Cn1cnc2ccccc21 (stereo not drawn)	18%	0.19	-0.2	-0.027	0.73	8.0	1.6	6.2	i	2	668	i	1	-0.65	1462	-16	-9	1.7	1107
CCOC(=O)c1c(C)oc2ccc(OC(=O)COc3c(F)c(F)c(F)c(F)c3F)cc12	12%	-1	-0.29	0.088	0.65	7.4	4.6	1.1	i	-3	749	i	13	0.6	1072	7	-10	0.5	474
CCOC(=O)C1=C(CN2c3ccccc3CC2C)NC(=O)NC1c1ccccc1 (stereo not drawn)	1%	0.35	-0.11	0.56	-0.44	2.9	1.8	6.6	i	nt	nt	i	0	-0.58	1353	29	21	-1.6	1378
COc1ccc(C(=O)NN(C)c2nc(-c3ccccc3)cc(C)c2S(C)(=O)=O)cc1	7%	0.58	-0.13	0.41	-0.29	2.7	3.0	4.3	i	5	732	i	-1	0.21	927	9	21	-2.1	1219
C=CCSc1ncccc1C(=O)O	9%	-1.3	-0.083	-0.49	1.4	3.6	2.5	8.9	i	-17	724	i	-7	1.4	1254	0	18	nt	nt
O=C(COC(=O)CNS(=O)(=O)c1ccc2ccccc2c1)Nc1ccccc1Sc1ccccc1	11%	0.61	-0.17	0.72	-0.62	5.0	2.3	4.3	i	22	617	i	0	1	1482	-1	-29	-0.6	1102
Cc1noc(C)c1CSc1nnc2scc(-c3ccccc3)n12	9%	-0.074	-0.22	0.26	-0.12	4.1	2.2	6.8	i	nt	nt	i	-9	-0.26	1302	23	-3	-2.5	943
COC(=O)C1=C(C)N(c2ccccc2)C(=S)NC1c1ccccc1C(F)(F)F (stereo not drawn)	6%	-0.14	-0.24	-0.2	0.85	3.4	1.2	7.8	i	4	737	i	16	0.13	1354	5	-22	-1.2	1108
CCOc1ccc(NC(=O)c2ccc(NC(=O)COC(=O)Cc3ccc(OC)cc3)cc2)cc1	-21%	0.082	-0.23	-0.2	0.67	4.6	3.9	5.5	i	4	716	i	-7	nt	nt	-28	-10	1.4	1488
c1cn(-c2ncnc3sc4c(c23)CCCC4)cn1	5%	1.2	0.13	0.53	-0.64	2.2	1.2	7.1	i	nt	nt	i	4	-0.18	1111	0	-30	0.0	1160

The final 2 records of the part above lead into the next.
SMILES	HEK293 NOD2/NF-kB	Dynein cargo inh	Dynein cargo inh cytoplasmic EGFP	Dynein cargo inh nuclear GR-EGFP	Dynein cargo inh cell count	MT stabilize HCS	MT stabilize HCS Hoechst-high %	MT stabilize HCS cytotoxicity %	Yfh1-off respiration	Hep lipid drop	Hep lipid drop cells 6.5 µM	Autophagy HCS	Autophagy HCS cell loss 18 h	Insulin prom up	Insulin prom up cell count	WT yeast gro inh	WT yeast gro inh mutant strain	bCat nuc transl	bCat nuc transl cell count 5 µM
CCOc1ccc(NC(=O)c2ccc(NC(=O)COC(=O)Cc3ccc(OC)cc3)cc2)cc1	-21%	0.082	-0.23	-0.2	0.67	4.6	3.9	5.5	i	4	716	i	-7	nt	nt	-28	-10	1.4	1488
c1cn(-c2ncnc3sc4c(c23)CCCC4)cn1	5%	1.2	0.13	0.53	-0.64	2.2	1.2	7.1	i	nt	nt	i	4	-0.18	1111	0	-30	0.0	1160
Cc1ccc(S(=O)(=O)N(C)C)cc1NC(=S)N1CCc2ccccc21	-1%	-0.23	-0.28	-0.6	0.67	1.7	1.3	4.4	i	18	635	i	-16	0.96	1268	0	-14	-2.6	1080
Cc1nnc(SCC(=O)n2c3c(c4ccccc42)CCCC3)s1	10%	-0.88	-0.17	-0.4	-0.52	2.7	1.2	5.9	i	-13	726	i	-2	0.48	1281	11	16	0.2	1171
N#CCCn1nnc(-c2ccccc2F)n1	-12%	-0.75	-0.14	-0.3	0.76	2.1	1.0	18	i	nt	nt	i	17	0	902	-3	0	nt	nt
C=CCn1c(SCC(=O)NCc2ccco2)nnc1-c1ccc2ccccc2n1	9%	-1.5	-0.21	-0.75	-0.16	3.3	1.7	4.2	nt	-1	789	i	3	-0.02	1233	-9	-4	1.1	1064
O=C(c1ccc(Cl)cc1)[C@@H]1[C@@H]2C(=O)N(c3ccc(Cl)cc3)C(=O)[C@@H]2C2c3ccccc3C=NN21 (stereo partly drawn)	-1%	0.75	-0.21	0.82	-0.19	3.6	1.9	13	i	-23	677	i	-6	-0.35	1345	9	-10	4.8	543
CCn1c(=O)n(CC)c2cc(S(N)(=O)=O)c(C)cc21	-2%	-0.57	0.032	-0.21	1.1	3.2	2.1	3.4	i	12	785	i	43	-1.9	1117	-16	0	-0.6	1161
CCOC(=O)c1cnc2nc(SC)nn2c1N	3%	-1.2	-0.27	-0.57	0.9	1.5	1.7	3.3	nt	4	667	i	-8	-0.29	1272	5	-18	-5.5	1169
CC(Cc1ccccc1)C(=O)N(C)Cc1cccnc1 (stereo not drawn)	6%	0.39	-0.26	0.51	1.1	3.3	4.0	12	i	12	742	i	-37	0.94	1023	-6	-12	-4.8	488
CCCn1c(C)cc(C(=O)COc2ccc(C)nc2[N+](=O)[O-])c1C	7.6µM*	0.25	-0.13	0.13	-0.29	3.7	3.8	6.1	i	-18	691	i	37	-0.08	1537	-3	-2	-1.4	1108
CNC(=O)c1ccc2c(c1)nnn2C	7%	1.1	-0.18	0.06	-0.57	3.3	3.0	9.1	i	4	644	i	1	-0.34	1296	-1	-12	0.7	952
O=C(O)CC(C(=O)N(c1ccccc1)c1ccccc1)N1CCOCC1 (stereo not drawn)	-10%	-0.48	-0.38	-0.2	0.32	3.4	2.3	7.2	i	-10	722	i	-1	nt	nt	0	4	-2.7	1227
CC(=O)Nc1ccc(NC(=O)C(C)n2nc([N+](=O)[O-])c(Br)c2C)cc1 (stereo not drawn)	12%	-0.28	-0.16	0.27	0.45	2.2	2.3	7.1	i	nt	nt	i	-18	-0.52	1458	-10	-1	-2.3	1333
CC(Sc1cnccn1)C(=O)O (stereo not drawn)	2%	0.027	-0.083	0.41	0.2	2.0	2.3	4.4	i	15	716	i	-22	nt	nt	-10	-5	0.1	1541
CC(C)c1cc[n+](-c2nc([O-])sc2C=O)cc1	0%	-0.4	0.042	0.3	0.48	1.9	1.0	7.8	i	-3	623	i	3	0.49	1768	-16	-1	-0.4	948
Cn1cc(-c2cc(C(=O)O)on2)cn1	10%	0.39	-0.25	0.64	-0.76	nt	nt	nt	i	1	709	nt	nt	0.1	995	nt	nt	-0.6	1318
COc1cccc(CC(NC(C)=O)C(=O)NC2CCN(S(=O)(=O)c3ccc4ccccc4c3)CC2)c1 (stereo not drawn)	8%	0.53	-0.11	0.66	-0.058	1.7	2.2	9.1	i	11	724	i	-5	nt	nt	-8	-8	-8.1	1228
CC1CCc2c(sc3ncnc(NCCN4CCOCC4)c23)C1 (stereo not drawn)	20%	-0.059	-0.79	0.34	-0.14	nt	nt	nt	i	-4	708	nt	nt	-0.56	1078	10	-7	-0.3	1138
Cc1cc(-c2csc(N)n2)c(C)n1-c1ccc(Cl)c(Cl)c1	6%	0.4	-0.056	0.42	-0.49	3.6	2.0	4.3	i	-14	580	i	20	0.09	1403	6	17	8.4	1026
COc1ccc(N=Cc2c(O)[nH]c3ccccc23)cc1OC	-112%	-0.87	-0.41	-0.67	2	3.7	1.0	10	i	3	791	i	1	-1.7	1789	1	14	-1.3	977
CCCNC(=O)c1cc(C)no1	4%	0.37	-0.16	0.039	0.37	1.5	1.7	17	i	-1	669	i	-3	0.5	731	1	-13	nt	nt
O=C(COc1ccc(F)cc1)N1c2ccccc2CCc2ccccc21	3%	0.57	0.37	0.47	0.0077	8.1	2.0	7.2	i	9	549	i	0	-0.02	1578	4	-3	-1.5	1124
O=C(NCCc1ccco1)c1nn(Cc2ccccc2)c(=O)c2ccccc12	-4%	-0.76	0.33	-0.11	0.78	2.0	1.8	7.2	i	nt	nt	i	-7	1.1	1263	16	10	-0.7	1366
Oc1ccc(/C=N/n2cnn(Cc3ccccc3Cl)c2=S)c(O)c1	-14%	-0.26	-0.31	-0.26	0.3	5.5	4.4	5.5	i	5	649	i	-2	-1.4	1206	30	-1	5.7	768
CN(CCNC(=O)C1CC(=O)N(C2CCCC2)C1)Cc1ccccc1 (stereo not drawn)	nt	3.8	0.02	2.7	-1.6	3.0	3.5	8.4	i	nt	nt	i	-1	nt	nt	16	-1	nt	nt

A portion of the library. The share of hits here may be higher or lower than overall.
